PvdQ inh – P. aeruginosa PvdQ acylase inhibitors, primary screen, biochemical, fluorescence, plate reader and imaging, single point; PvdQ acylase [Pseudomonas aeruginosa LESB58]; purified PvdQ acylase; inhibition, % at 10 µM; 0.063% of 340,000 active; AID 488965, 2010; in the data active = inhibition above about 30%, passing the limit was not always enough;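 note: 0% = vehicle neutral wells and 100% = reference inhibitor wells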
Mot1-301 SUMO – yeast Mot1-301 growth rescue at high temperature, primary screen, SUMOylation pathway inhibitor project, S. cerevisiae, ATP luminescence, 38.5C | S. cerevisiae Mot1-301 growth rescue; percent above DMSO median, 100 means doubled | growth rescue, % at 18.8 µM | 1% of 320,000 active;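 active = every valid replicate shows activation above 250% relative to neutral control wells; inactive = the rest, any valid replicate at or below 250%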;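 note: OY570 slx delta 5 strain wells were the positive control but not used for scaling; some compounds called inactive have numbers as strong as hits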
RTF Ca sens act – cardiac RTF calcium sensitivity activators, primary screen, biochemical, IANBD-TnC fluorescence, EC20 calcium. 0.24% of 340,000 active. IANBD-labeled TnC RTF fluorescence at EC20 calcium; 0% EC20 calcium, 100% full calcium. activation, % at 7.2 µM;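 active = activation above the mean over all tested compounds plus 3 SD, cut at about 30% in these data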;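 note: rise in fluorescence read as greater calcium sensitivity of cardiac thin filaments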
Rtt109 Vps75 – inhibitors of C. albicans Rtt109/Vps75 HAT, primary screen, biochemical, ThioGlo CoA-SH fluorescence, plate reader; Histone acetyltransferase RTT109 (Candida albicans (strain SC5314 / ATCC MYA-2876)), …; purified Rtt109/Vps75, 4 h; inhibition, % at 34.9 µM; 0.16% of 330,000 active; AID 540336, 2011;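 active = inhibition of at least 50% in every replicate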
LANA DNA inh – inhibitors of KSHV C-LANA binding to DNA, primary screen, biochemical, fluorescence polarization, FAM-LBS DNA, MBP-C-LANA, single point | Kaposi's sarcoma herpesvirus LANA C-terminal domain (residues 932-1162) DNA binding | 0.078% of 340,000 active | AID 504423, 2011 | inhibition, % at 9 µM;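 active = highest replicate inhibition at or above 60% at 9 µM, even if other replicates fall short; inactive = all replicates below 60% inhibition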;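 note: 0% = neutral control wells and 100% = 4 µM acridine orange control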
CDK5 p35 inh – inhibitors of human CDK5/p35 kinase, primary screen, biochemical, single concentration | Cyclin-dependent kinase 5 (Homo sapiens) + Cyclin-dependent kinase 5 activator 1 (Homo … | Recombinant CDK5/p35, ADP-Glo luminescence, 60 min | inhibition, % at 10 µM | 0.01% of 330,000 active;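 active = highest replicate inhibition of at least 50% and at least 75% of replicates reaching 50%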;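 note: plate controls were DMSO neutral control for no effect and GW8510 at 10 µM for full effect; many of its hits are not listed in these tables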
Target sequence (Q00535 whole entry, looked up): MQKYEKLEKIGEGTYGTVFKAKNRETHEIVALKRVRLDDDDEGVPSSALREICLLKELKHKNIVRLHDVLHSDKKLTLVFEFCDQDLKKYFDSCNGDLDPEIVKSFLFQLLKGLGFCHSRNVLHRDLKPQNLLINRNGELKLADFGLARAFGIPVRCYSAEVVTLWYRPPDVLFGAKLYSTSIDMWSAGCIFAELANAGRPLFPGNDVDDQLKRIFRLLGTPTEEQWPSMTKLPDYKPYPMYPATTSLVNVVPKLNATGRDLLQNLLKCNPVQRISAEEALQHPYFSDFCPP
Target sequence (Q15078 whole entry, looked up): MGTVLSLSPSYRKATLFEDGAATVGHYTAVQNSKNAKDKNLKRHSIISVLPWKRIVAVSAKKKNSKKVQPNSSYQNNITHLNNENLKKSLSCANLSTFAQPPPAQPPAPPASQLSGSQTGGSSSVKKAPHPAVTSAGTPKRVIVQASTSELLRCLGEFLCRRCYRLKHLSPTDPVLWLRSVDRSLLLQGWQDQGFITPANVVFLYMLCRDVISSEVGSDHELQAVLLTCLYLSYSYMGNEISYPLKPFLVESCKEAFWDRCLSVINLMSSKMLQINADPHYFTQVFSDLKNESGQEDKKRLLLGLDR
Cardiac RTF inh – cardiac RTF calcium sensitivity inhibitors, primary screen, biochemical, IANBD-TnC fluorescence, EC70 calcium; IANBD-labeled cardiac RTF, Ca2+ fluorescence; AID 493244, 2011; inhibition, % at 7.15 µM; 0.12% of 340,000 active;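 active = inhibition above the mean inhibition of all tested compounds plus 3 SD, cut at about 17% in these data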;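 note: assay run at fixed EC70 calcium of 1.6 mM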
dFosB activator – activators of delta FosB homodimer, primary screen, biochemical, fluorescence polarization, TAMRA-CDK5 oligo, single point. activation, % at 25 µM. purified delta FosB; percent of positive-control signal above neutral wells. Protein FosB (Mus musculus), P13346. AID 493131, 2011. 0.99% of 340,000 active;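 active = mean activation above about 17%, with every replicate also reaching it, limit read from the data, passing the limit was not always enough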;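 note: fluorescence polarization rise as delta FosB binds a TAMRA Cdk5 AP-1 oligo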
Target sequence (P13346 whole entry, looked up): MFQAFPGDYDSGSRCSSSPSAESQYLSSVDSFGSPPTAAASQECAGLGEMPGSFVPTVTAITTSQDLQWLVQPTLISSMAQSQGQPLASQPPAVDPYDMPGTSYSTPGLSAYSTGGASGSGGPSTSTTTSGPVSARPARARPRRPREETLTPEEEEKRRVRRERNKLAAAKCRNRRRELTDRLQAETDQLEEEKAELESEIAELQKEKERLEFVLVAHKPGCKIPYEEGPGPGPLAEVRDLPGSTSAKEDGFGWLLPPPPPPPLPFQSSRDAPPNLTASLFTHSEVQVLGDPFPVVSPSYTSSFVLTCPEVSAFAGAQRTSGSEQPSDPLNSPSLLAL
NSD2 HMT inh – NSD2 histone methyltransferase inhibitors, primary screen, biochemical, AlphaScreen, single concentration, set 2 | AID 743445, 2014 | inhibition, % at 12.5 µM | NSD2 peptide methylation, 120 min | Histone-lysine N-methyltransferase NSD2 (Homo sapiens), O96028 | 0.54% of 310,000 active; in the data active = inhibition above about 50%
Keap1-Nrf2 PPI – Keap1-Nrf2 protein-protein interaction inhibitors, primary screen, biochemical, fluorescence polarization, single point; Kelch-like ECH-associated protein 1 (Homo sapiens), Q14145; Keap1 Kelch-Nrf2 peptide fluorescence polarization, 1536-well; inhibition, % at 9.4 µM; 0.15% of 340,000 active; AID 504523, 2011; in the data active = inhibition above about 12%;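 note: human Keap1 Kelch domain with fluorescein labeled Nrf2 9mer peptide probe; 0% = neutral control wells and 100% = peptide positive control; higher means more block of Keap1 binding to Nrf2 peptide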
PfHsp90 yeast 2 – growth inhibition of PfHsp90-expressing yeast, primary screen, antimalarial PfHsp90 inhibitor project, S. cerevisiae, BacTiter-Glo luminescence, single point, set 2; BacTiter-Glo ATP, 48 h; yeast lacking PDR1 and PDR3 efflux regulators; 0.32% of 310,000 active; inhibition, % at 9.4 µM;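 active = every replicate shows inhibition above about 80%, whatever the replicate mean, limit read from the data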;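 note: 0% = DMSO neutral controls and 100% = 20 µM radicicol positive controls; yeast relying on Plasmodium falciparum Hsp90 in place of its own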
Active calls of the source: *; · = no result given. No enrichment for hits; 3.2% or so of the library scored in one or more.

Every second line gives: PvdQ inh, Mot1-301 SUMO, RTF Ca sens act, Rtt109 Vps75, LANA DNA inh, CDK5 p35 inh, Cardiac RTF inh, dFosB activator, NSD2 HMT inh, Keap1-Nrf2 PPI, PfHsp90 yeast 2
- COC(=O)c1ccc(NC(=O)c2cc(-c3ccncc3)nc3ccccc23)cc1
 : -12, -6, 0, 5, 1.0, -1.1, -1, -17, 1, -1, -15
- Cc1nnc(SCc2cccc(Cl)c2)n(N)c1=O
 : -5, 11, -5, 1, 0.1, -1.0, 1, -2, -3, 3, 10
- COc1ccccc1C(=O)N1CCN(C(=O)Cc2ccccc2)CC1
 : -12, -12, 5, 1, 0.5, -0.3, 1, 1, -5, 4, 33
- CN1CCN(CCCNC(=O)C2CC(=O)N(C3CCCCC3)C2)CC1 (configuration not stated)
 : -19, 62, -5, -5, -2.2, 0.2, -13, 1, 2, -1, 12
- COC(=O)n1c(SC)nc2ccccc21
 : -7, 265, 1, 4, -1.6, -3.0, -12, -10, 15, -4, -11
- O=C(CSc1n[nH]c(-c2ccccc2)n1)c1ccccc1
 : -15, 9, 4, -2, 1.3, 0.5, -7, -3, ·, -3, 8
- Cc1ccccc1Cn1cc(NS(=O)(=O)c2cn(C)nc2C)cn1
 : -10, 9, -7, -9, 0.7, 0.4, -10, -2, -1, 3, -4
- O=C(O)CCCNc1cc(N2CCN(C(=O)c3ccco3)CC2)c2noc3c2c1C(=O)c1ccccc1-3
 : -4, 2, 8, 27, -20, 1.4, -32, -82, 78*, -195, -25
- CN1/C(=C\C=N\O)C(C)(C)c2ccccc21
 : -1, 1, -3, ·, 0.7, -0.6, -19, 4, -2, -8, -22
- O=C(c1cc(-c2ccc(Cl)c(Cl)c2)on1)N1CCCCC1
 : -9, 8, 0, -3, 0.0, -0.7, -2, 2, -2, -5, 3
- Cc1ccc(NC(=O)C[n+]2ccccc2)cc1C
 : -1, 2, -7, 2, 0.2, 0.6, -3, 1, 0, -3, 6
- COCC(C)NC(=O)COCc1cc(-c2ccc3c(c2)OCO3)on1 (configuration not stated)
 : -13, -3, 4, -7, 1.8, 1.1, -5, 5, 3, -3, -5
- O=C(Nc1cccc(Cl)c1)Nc1c[nH]c(=O)[nH]c1=O
 : -19, 68, -4, -1, 0.7, -0.8, 2, 10, 0, -4, -14
- CC(C)Oc1nc(-c2ccc(Cl)cc2)nc2ccccc12
 : 0, -24, 4, -3, -0.2, 0.5, 1, -1, -3, -2, -17
- Cc1ccc(S(=O)(=O)N2CCCCC2)cc1NC(=O)CSc1nnc(C2CC2)n1N
 : -5, 1, -1, -4, 0.9, 0.9, -16, -11, -2, 1, 0
- Cc1ccc(-c2csc(NCCc3nc4cc(Cl)c(Cl)cc4n3CCCO)n2)cc1
 : 3, -5, -4, -3, -4.9, 0.4, 5, 1, ·, -4, -20
- NS(=O)(=O)c1cccc(NC(=O)c2ccccc2NS(=O)(=O)c2ccc(F)cc2)c1
 : -14, 0, 5, 6, 1.7, 0.6, -8, -10, 10, -3, 1
- COc1cccc(N(CC(=O)NC2CCCC2)C(=O)CCC(=O)Nc2cc(C)on2)c1
 : -13, -10, 4, 4, 0.1, -0.2, -3, -4, -2, -6, -11
- Cn1c(=O)n(CC(=O)N2CCN(c3nnc(-c4ccccc4)c4ccccc34)CC2)c2ccccc21
 : 6, -19, 6, 2, -1.1, 6.2, 0, 1, 0, -3, ·
- CCn1c(=O)c(C(=O)NCc2ccc3c(c2)OCO3)c(O)c2ccccc21
 : -8, 8, -1, -2, 1.0, 1.0, -7, 4, -2, 3, 12

The results go on:
Every second line gives: PvdQ inh, Mot1-301 SUMO, RTF Ca sens act, Rtt109 Vps75, LANA DNA inh, CDK5 p35 inh, Cardiac RTF inh, dFosB activator, NSD2 HMT inh, Keap1-Nrf2 PPI, PfHsp90 yeast 2
- CCOCCCn1c(=S)[nH]c2cc(C(=O)NCCCN(CC)CC)ccc2c1=O
 : -2, -13, -8, 4, 1.4, 0.5, -4, -4, 38, 2, -9
- NC(=O)C1CCN(C2CC(=O)N(Cc3cccs3)C2=O)CC1 (configuration not stated)
 : -12, ·, 2, 8, 0.6, -2.2, 2, -1, 4, -4, -10
- COc1cc(/C=N/NC(=O)Cc2cccs2)c([N+](=O)[O-])cc1OC
 : -14, 1, -4, -2, 0.3, -1.1, -2, -7, 19, -4, -8
- O=C(O)c1ccc(S(=O)(=O)c2ccc3c(c2)C(=O)N(NC(=O)c2ccccc2)C3=O)cc1
 : -8, 228, 5, 1, 3.6, 0.4, -10, -4, -3, 1, -20
- CCOC(=O)c1cc(/C(C)=N/OC(=O)c2ccc(C(C)(C)C)cc2)on1
 : 5, -15, 5, 15, -2.4, -0.2, -1, -7, 1, 1, 15
- CCCCn1c(N)c(N(CCC(C)C)C(=O)c2ccc(N3CCCC3=O)cc2)c(=O)[nH]c1=O
 : -8, 13, 2, 0, 1.6, 0.8, -6, -1, -4, 0, 16
- COc1ccccc1CNc1cc(CSc2ccc(Cl)cc2)nc(C)n1
 : -7, -6, -2, 7, -1.5, -0.5, 2, -2, -4, -1, ·
- Cc1ccc(CS(=O)(=O)Cc2ccc(C(=O)NCc3ccccn3)o2)cc1
 : -6, 3, 1, -3, 0.4, -1.8, -9, -3, -3, -1, 30
- Cc1ccc2nc(N(CCCN(C)C)C(=O)c3ccco3)sc2c1
 : -8, -4, -2, 3, -1.3, -1.0, 3, -17, 6, -1, -13
- CC(=O)NC(CC(=O)OC(C)C(=O)Nc1ncc(Cl)cc1Cl)c1ccccc1 (configuration not stated)
 : -6, 15, 0, -1, -0.5, -1.2, -14, -7, -4, 3, -16
- Cc1nc([N+](=O)[O-])cn1CCCCN1C(=O)c2ccccc2C1=O
 : -17, 0, 2, 9, 1.1, 0.1, -12, 4, -2, -5, 1
- O=C(CSc1nnc(CNc2ccc(F)cc2)o1)c1ccccc1
 : 11, -8, 0, -4, 1.5, -3.5, -20, -1, 4, -4, -13
- CC(C)(C)N(Cc1ccccc1)C(=O)COC(=O)CSc1ccc([N+](=O)[O-])cc1
 : -9, -34, -4, 0, 0.4, 0.0, -16, -3, -2, 3, -14
- CCCc1nc(SCC(=O)NC2CC2)c2c(C)c(C)sc2n1
 : 9, -12, -1, 5, -0.2, 2.3, 9, -8, -2, 1, -5
- Brc1cccc(CNCCCN2CCOCC2)c1
 : -16, 4, 0, 4, 1.0, 0.4, -3, 1, 1, -7, 17
- Cc1oc(C)c(C(=O)O)c1COc1ccc(C(=O)O)cc1
 : -11, 199, 2, 2, 0.1, 0.8, -6, 2, 1, -7, 18
- O=C(CCCOC(=O)c1cccnc1Cl)c1ccc(Br)cc1
 : 16, 2, 2, 3, 1.3, 0.5, -4, -8, -5, 0, 9
- COc1ccc(CCNC(=O)c2cc(=O)c3cc(C)ccc3o2)cc1
 : -14, 819, 3, 0, 0.8, -0.4, 0, -6, 1, -4, 13
- COc1cccc(/C=N/NC(=O)CCc2n[nH]c(=O)[nH]c2=O)c1O
 : -6, -1, 7, 2, 0.8, 1.6, -3, 5, -3, 0, -12
- CC(C)OC(=O)/C(=C/c1ccc2c(c1)c1ccccc1n2C)NC(=O)c1ccccc1
 : 8, 311, 4, -3, -5.1, 1.4, -30, -8, -3, 4, -14

Further results:
Every second line gives: PvdQ inh, Mot1-301 SUMO, RTF Ca sens act, Rtt109 Vps75, LANA DNA inh, CDK5 p35 inh, Cardiac RTF inh, dFosB activator, NSD2 HMT inh, Keap1-Nrf2 PPI, PfHsp90 yeast 2
- CSc1ccc(C(=O)C2CCCN(Cc3ccc(N4CCNC4=O)cc3)C2)cc1 (configuration not stated)
 : -16, -8, -1, 1, 0.9, 0.7, -5, -10, 6, 2, -8
- COc1ccccc1C(CNC(=O)C(C)(C)Oc1ccc(Cl)cc1)N1CCCC1 (configuration not stated)
 : -7, 9, 0, 2, -1.2, -0.3, -11, -7, 3, 1, -8
- O=c1[nH]c(CSc2nnc(-c3ccncc3)n2Cc2ccco2)nc2ccccc12
 : -11, -9, 1, 3, 0.9, -0.8, -9, -8, 2, -6, ·
- COc1ccccc1CNC(=O)CSc1ccc(C(=O)Nc2ccccc2OC)cc1[N+](=O)[O-]
 : -9, -15, 9, 6, -0.1, -0.3, -4, -7, -4, -2, -43
- O=S(=O)(Nc1ccc(S(=O)(=O)Nc2cccc3ccccc23)cc1)c1ccccc1
 : 4, 0, -7, -1, 0.4, -3.3, 8, 5, -1, 4, -7
- COC(=O)c1cc2c(ccn2-c2ccc(F)cc2)n1Cc1cccc(OC)c1
 : -12, -10, -12, -5, 0.0, 2.0, -1, -2, 0, -4, 27
- Cc1cccc(S(=O)(=O)NC(Cc2c[nH]c3ccccc23)C(=O)O)c1 (configuration not stated)
 : -9, -33, 15, -1, 1.1, -0.3, 8, -2, -1, -2, -14
- Cc1ccc([N+](=O)[O-])cc1NC(=O)CCCOc1ccccc1
 : 10, -9, 2, -3, -0.5, 0.1, -15, 1, 5, -3, -1
- COc1ccc(CNC(=O)CN(c2ccccc2OC)S(=O)(=O)c2cccs2)cc1
 : -17, 7, -2, -7, 0.2, 1.3, -1, -12, -1, -5, ·
- O=[N+]([O-])c1cccn2cc(-c3ccc(Br)cc3)nc12
 : -5, 48, 4, 7, 1.1, 1.8, 1, -1, ·, 2, ·
- Cc1ccc(NC(=O)c2cnccn2)cc1S(=O)(=O)N1CCCCCC1
 : -5, -9, 4, -3, -1.7, 1.3, -4, -15, -1, -2, -1

Bioassay records (PubChem)
